# Screening results deposited in PubChem BioAssay by National Center for Advancing Translational Sciences (NCATS).
# DT40 TDP1 CPT: qHTS for Inhibitors of human tyrosyl-DNA phosphodiesterase 1 (TDP1): qHTS in cells in presence of CPT. chicken DT40 Tdp1-/-;hTDP1 cells + 20 nM CPT, ATP luminescence, 48 h. Potency, µM (top dose mostly 46.2 µM), for the others: at the highest dose activity change, negative = growth inhibition, most hits filed as inhibitors. hit rate 12% among 420,000. AID 686979, 2013; note: nearly all actives have a fitted effect of over 55% in size
#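 Chicken DT40 Tdp1-/- cells stably complemented with human TDP1 were seeded at 400 cells/well in medium containing 20 nM camptothecin, exposed to pin-transferred compounds, and grown at 37 °C for at least 48 hr. Viability was read as ATP luminescence.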
# KAT2A inh: qHTS Assay for Inhibitors of GCN5L2; Histone acetyltransferase KAT2A (Homo sapiens), Q92830; GCN5L2 HAT assay, ThioGlo1 CoA-SH fluorescence; Potency, µM (doses to about 58.9 µM), inactives show top-dose activity change, negative = inhibition, usual class: inhibitors; hit rate 0.21% among 390,000; AID 504327, 2011
# Target sequence (Q92830 whole entry, looked up): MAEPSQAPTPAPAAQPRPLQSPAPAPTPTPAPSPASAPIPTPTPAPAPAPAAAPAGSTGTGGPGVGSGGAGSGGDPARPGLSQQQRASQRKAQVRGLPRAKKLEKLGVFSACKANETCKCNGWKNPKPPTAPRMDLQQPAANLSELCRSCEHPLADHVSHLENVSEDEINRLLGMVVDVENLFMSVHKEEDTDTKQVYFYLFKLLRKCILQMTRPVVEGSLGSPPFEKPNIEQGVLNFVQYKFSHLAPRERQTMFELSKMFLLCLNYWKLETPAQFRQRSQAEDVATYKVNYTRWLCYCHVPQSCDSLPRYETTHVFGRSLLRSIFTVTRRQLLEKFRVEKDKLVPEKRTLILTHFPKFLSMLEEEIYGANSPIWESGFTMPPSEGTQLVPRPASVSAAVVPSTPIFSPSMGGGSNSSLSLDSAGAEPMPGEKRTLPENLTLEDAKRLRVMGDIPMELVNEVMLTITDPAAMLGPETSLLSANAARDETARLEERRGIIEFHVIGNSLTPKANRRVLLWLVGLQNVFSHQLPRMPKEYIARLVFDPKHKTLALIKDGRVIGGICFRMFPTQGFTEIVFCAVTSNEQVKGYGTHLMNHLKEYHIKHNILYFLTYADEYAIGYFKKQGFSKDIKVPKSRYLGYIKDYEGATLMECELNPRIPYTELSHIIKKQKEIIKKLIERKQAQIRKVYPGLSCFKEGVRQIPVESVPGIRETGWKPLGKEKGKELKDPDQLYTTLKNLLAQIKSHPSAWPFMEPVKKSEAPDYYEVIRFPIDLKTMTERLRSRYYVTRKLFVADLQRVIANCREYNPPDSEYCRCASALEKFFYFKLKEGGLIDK
#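 ThioGlo1-coupled HAT assay: 20nM GCN5L2, 70uM acetyl-CoA, 75uM H3(1-25) peptide, pH 7.5. Fluorescence read at 340/540nm at start and after 20 min at room temperature.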
# FEN1 inh: qHTS Assay for the Inhibitors of Human Flap endonuclease 1 (FEN1); P39748; Recombinant FEN1 flap cleavage, fluorescence, 15 min; Potency, µM (titrated, usually from 114 µM), for the others: at the top dose activity change, negative = inhibition, actives largely listed as inhibitors; hit rate 0.35% among 390,000; AID 588795, 2011; note: nearly all actives have a fitted effect of over 65% in size
#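 With each library titrated from low to high concentration, compounds met 10 nM FEN1 for 15 min at room temperature before 50 nM substrate was added; readings at 0 and 15 min fed four-parameter Hill curve fits.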
# The depositor's hits bear a star; ? = inconclusive; / = no result given; [ ] = another dose, or the depositor's remark. Calls come from the whole dose curve; as a rule, active = well fitted curve in the direction sought with a large enough effect; inconclusive = small, poorly fitted or top-dose-only effect, or another doubt; inactive = no such curve, though single readings can be large; an effect the other way counts as inactive or inconclusive. % is set by controls: 0 for no effect and ±100 for the full control effect; potency is the fitted concentration of half-maximal effect. Only part of the results is shown; the hit share may differ from the screen's.
SMILES,DT40 TDP1 CPT,KAT2A inh,FEN1 inh
COc1ccc(S(=O)(=O)N2CCOC2CNC(=O)C(=O)NCc2ccc3c(c2)OCO3)cc1 (stereo unspecified),?,/,7%
CN1CCN(Cc2ccc(-c3ccc(Cl)cc3)o2)CC1,?,-9%,4%
O=C(C1CC(c2ccc(F)cc2)=NO1)N1CCCCC1 (stereo unspecified),7%,0%,11%
Cc1cccc(-c2n[nH]c(=S)n2/N=C/c2ccc(C)s2)c1,?,-2%,51%[activator]
CCOc1ccc(-c2[nH]nc3c2C(c2ccc4c(c2)OCO4)C(C#N)=C(N)O3)cc1OC (stereo unspecified),-17%,?,1%
COc1ccccc1OCC(=O)NCC1CCCN(C(=O)c2ccccc2C(C)=O)C1 (stereo unspecified),8%,?,5%
CC(C)(C)c1ccc(C(=O)OCC(=O)NCc2ccco2)cc1,?,-6%,-7%
CSc1ccc(CCNC(=O)CCc2nnc3ccc(N4CCCCC4)nn23)cc1,?,0%,-18%
COc1ccccc1-c1c(C)nn2c(N3CCN(c4ccc(F)cc4)CC3)cc(C)nc12,?,-3%,-16%
CCN(CC)CCCN1C(=O)C(=O)/C(=C(/O)c2ccc(Cl)cc2)C1c1ccccn1 (stereo unspecified),-3%,3%,-14%
CN(C)c1ncc2nc(-c3cccs3)c(=O)n(-c3ccccc3)c2n1,0%,-20%,/
Oc1ccc(N=Nc2cccc(C(F)(F)F)c2)cc1C=Nc1ccc(N2CCOCC2)cc1,23µM*,1%,8%
CCOc1ccc(NC(=O)CSc2nc3[nH]ncc3c(=O)[nH]2)cc1,-19%,-4%,-9%
O=C(NNC(=O)c1csc(-c2cnccc2C(F)(F)F)n1)c1ccc(C(F)(F)F)cc1,?,-9%,8%
Cc1ccc(S(=O)(=O)Nc2ccsc2C#N)cc1,-5%,-7%,11%
Cc1ccc(C)c(NC(=O)CCc2nnc3ccc(N4CCCCC4)nn23)c1,?,1%,-7%
Cc1ccc(S(=O)(=O)N2CCCCC2)cc1NC(=O)CNc1ccc(C(F)(F)F)cc1,?,-7%,-11%
Cc1ccc(S(=O)(=O)N2CCN(C(=O)COC(=O)Cc3c(F)cccc3Cl)CC2)c(C)c1,-27%,/,-1%
COC(=O)N/N=C\c1ccc(OC/C=C/c2ccccc2)cc1,-29%,-17%,-16%
COc1ccc(CCN(C)C(=O)C23CC4CC(CC(Cl)(C4)C2)C3)cc1OC,?,1%,5%
CCCn1c2ccccc2c2cnn(CC(=O)NC3CCCC(C)C3C)c(=O)c21 (stereo unspecified),?,-5%,-2%
N=C1SCC(=O)N1c1ccccc1Cl,20%,0%,-5%
Cc1nn(Cc2c(Cl)cccc2Cl)c(C)c1NC(=O)Cn1nc([N+](=O)[O-])c(Cl)c1C,?,-5%,7%
COc1ccccc1C1CCN(c2ccc([N+](=O)[O-])c(OC)c2)CC1,?,-5%,-5%
COc1cc2c(cc1OC)C(C)N(C(=O)c1c(C)noc1C)CC2 (stereo unspecified),?,-2%,0%
C=C1C(=O)C=C[C@]2(C)C[C@@H]3OC(=O)[C@](C)(O)[C@H]3C[C@@H]12,1.8µM*,23%,-4%
Cc1ccc(CNC(=O)c2sccc2-n2cccc2)cc1,-11%,-4%[0.501 µM],-3%
CN(C)c1ccc(/C=C2\c3ccccc3-c3ccc(N(C)C)cc32)cc1,-4%,/,-10%
CC(=O)Nc1ccc2c(c1)C(=Nc1cccc(C)c1)c1ccccc1-2,0%,/,?
COC(=O)c1cc(Cl)cc2c(CCO)c[nH]c12,-11%,-1%,8%
CNc1oc(/C=C/c2ccccc2)nc1C#N,-24%,-22%,2%
C/C(=N\Nc1ccc(Cl)c(C(=O)O)c1)c1ccc(Br)s1,-14%,-10%,-22%
CCCOc1ccccc1NC(=O)c1ccc([N+](=O)[O-])cc1,6%,-4%,-11%
CCOC(=O)c1cnc(SCC(=O)Nc2ccc(N3CCOCC3)c(Cl)c2)nc1N,?,-4%,?
CC1(C)CC(=O)C=C(NC2CCCCCCC2)C1,2%,2%,-3%
COc1ccnc2c1c(=O)n(Cc1cccc(Cl)c1)c(=O)n2C,1%,-6%,2%
NS(=O)(=O)c1ccc(NC(=O)CSc2n[nH]c(=O)n2Cc2ccccc2)cc1,-12%,-2%,15%
O=C(COC(=O)CCC(=O)c1cccs1)Nc1ncc(Cl)cc1Cl,-5%,24%,25%
CC(C)(C)N=C1C([N+](=O)[O-])=CC=C2C1=NC1(CCCCC1)N2O,?,-7%,-4%
Cc1ccc(-c2nnc(Nc3ccc4c(c3)OCO4)c3ccccc23)cc1S(=O)(=O)NCCO,?,2%,-5%
CCCCn1nnnc1NCc1ccc(C)cc1,8%,-4%,2%
COc1ccc2c(c1OC)C(=O)N1N=C(c3ccc(F)cc3)CC21 (stereo unspecified),?,-10%,-2%
CC(=O)Nc1ccc(S(=O)(=O)NC(CC(=O)NCCCN2CCOCC2)C(C)C)cc1 (stereo unspecified),-13%,-1%,14%
CCCCN(CC)CCNC(=O)CCn1cnc2onc(-c3ccc(F)cc3)c2c1=O,26µM*,26%,-3%
CSCCC(NC(=O)COc1ccccc1)C(=O)N1CCN(c2ccccc2F)CC1 (stereo unspecified),15µM*,-4%,1%
CCOc1ccc(S(=O)(=O)NCCC(=O)OCC(=O)N2CC(=O)Nc3ccccc32)cc1,5%,2%,-2%
Cc1cccc(-c2nnc(-c3ccc4ccccc4c3)o2)c1,-27%,/,-16%
COc1ccccc1CNC(=O)c1cn(C)c2ccc(S(=O)(=O)N(C)C3CCCCC3)cc2c1=O,?,-8%,-17%
CN(C)S(=O)(=O)N(CC(=O)Nc1ccc(Br)cc1F)c1ccccc1,/,-2%,-1%
COc1cc(C(=O)NCc2cn3cccc(C)c3n2)cc(OC)c1OC,-9%,2%,20%
# New compounds follow:
SMILES,DT40 TDP1 CPT,KAT2A inh,FEN1 inh
Oc1ccc(N=Cc2c(O)ccc3ccccc23)cc1,-24%,-21%,?
COc1cc2c(cc1OC)CN(Cc1ccc(C)s1)CC2,-15%,-11%,-15%
CC(=O)Nc1cc2c(cc1C(C)=O)OCCO2,-6%,0%,5%
O=C(N/N=C/c1ccc([N+](=O)[O-])o1)c1cn(-c2ccccc2)nc1-c1ccccc1,?,-5%,-2%
O=C(OCC(=O)N1CCc2ccccc21)c1ccccc1,-11%,-5%,-1%
Cc1ccccc1NC(=S)N(C)Cc1cn(C)c2ccccc12,?,-2%,4%
OCC[C@H]1C[C@@H](O)[C@H](O)[C@@]2(Cc3ccccc3CO2)O1,8%,-22%,-8%
N=C1C(c2nc3ccccc3c(=O)[nH]2)=C(O)CN1CCO,0%,-3%,3%
O=C(COC(=O)CCC(=O)N1CCOCC1)Nc1ccc(Br)cc1Br,-5%,-5%,1%
O=C(CCNC(=O)c1ccco1)Nc1ccc(Cl)c(C(F)(F)F)c1,13%,-4%,-8%
CC1CCN(C(=O)C2CCCN(S(=O)(=O)c3ccc4c(c3)CC(C)N4C(=O)C3CC3)C2)CC1 (stereo unspecified),?,-3%,-3%
Nc1nc(SCC(=O)N2CCCc3ccccc32)n[nH]1,-6%,-2%,22%
Cc1ccc(C(=O)NC2CCN(CC(=O)NCc3cccs3)CC2)cc1,-2%,-2%,3%
CCn1c(=O)c2c3c(sc2n2c(=S)[nH]nc12)CCC3,-13%,-1%,-2%
CCCCN(C(=O)c1cccc(S(=O)(=O)N2CCN(Cc3ccccc3)CC2)c1)c1ccccc1,?,-26%,-14%
O=C(CN(Cc1ccc(Cl)cc1)C(=O)CNS(=O)(=O)c1ccccc1)NCC1CCCO1 (stereo unspecified),-5%,0%,2%
CCN(CC)S(=O)(=O)c1cc(-c2nnc(-c3ccc(Br)cc3)o2)ccc1Br,15µM*,-7%,7%
CCN(CC(=O)Nc1c(F)cccc1F)C(=O)CSCC(=O)Nc1ccc(OC)cc1,-3%,-1%,3%
CCC(=O)Nc1cccc(NC(=O)CSc2nnc(-c3ccc(NS(C)(=O)=O)cc3)n2C)c1,?,0%,4%
O=CNc1c(Br)cc2c(c1Br)Cc1cc(Br)ccc1-2,-17%,/,2%
CCSc1ccc([C@@H]2[C@@H]3C(=O)N(CC)C(=O)[C@@H]3[C@]3(C(=O)OC)CCCN23)cc1,?,-6%,5%
Cc1cc(C(=O)CN2CCCC2)c(C)n1-c1ccc(Cl)cc1,?,-1%,3%
Cc1ccn2cc(CCNC(=O)C3CC=CCC3C(=O)O)nc2c1 (stereo unspecified),-4%,-5%,0%
Cc1ccc(C)c(N(CC(=O)NC(C)(C)C)C(=O)CNC(=O)c2cccs2)c1,17%,-4%,-2%
CC1=C(C(=O)OC(C)C)C(c2cccs2)N2C(=O)C(C)SC2=N1 (stereo unspecified),-24%,3%,-15%
CN(CC(=O)Nc1ccc(F)c(F)c1F)C(=O)Cc1ccc2c(c1)OCCO2,-18%,-1%,3%
CCCC1c2ccc(C)n2CCN1C(=O)Nc1ccc(F)cc1 (stereo unspecified),?,-4%,-8%
CN(C)S(=O)(=O)N1CCC(Oc2ccc(C(=O)NC3Cc4ccccc4C3)cc2)CC1,?,-2%,-4%
O=C(Nc1cccc(Cl)c1)c1ccc2c(c1)CCN2S(=O)(=O)c1ccccc1,13µM*,-14%,6%
CCC(CC)C(=O)c1c[nH]c(C(=O)OC)c1,-1%,-12%,4%
Nc1c(C(=O)NCCc2ccccc2)nnn1Cc1ccccc1,-14%,-3%,-11%
COc1cc(NC(=O)CCc2c(C)nc3nc(C)nn3c2C)cc(OC)c1,-1%,-20%,-2%
O=c1c(-c2cc(F)cc(F)c2)nc2cnc(N3CCNCC3)nc2n1Cc1ccc(F)cc1,?,-21%,/
CCOC(=O)N1CCC(N(CCN(C)C)C(=S)Nc2cc(Cl)cc(Cl)c2)CC1,-2%,-11%,22%
Cc1cc2nc(-c3ccc[nH]c3=O)n(Cc3cccc(F)c3)c2cc1C,-13%,-4%,-9%
O=C1c2ccc(Cl)cc2S(=O)(=O)c2cccc(C(=O)N3CCN(c4ccc(Cl)cn4)CC3)c21,13µM*,-13%,-23%
O=C(NCC1CCCO1)c1sc2ccccc2c1Cl (stereo unspecified),2%,-13%,0%
CC(=O)c1c(C)[nH]c(C(=O)COC(=O)CN2C(=O)C3CCCCC3C2=O)c1C (stereo unspecified),?,1%,-3%
COc1ccc(OC)c(NC(=O)CCNS(=O)(=O)c2cccc3nonc23)c1,0%,-4%,-1%
C=CCn1c(N)cc(=O)nc1SC(CC)C(=O)Nc1ccc(C(C)=O)cc1 (stereo unspecified),3%,-6%,0%
COc1ccc(NC(=O)c2c(C)noc2-c2snnc2C)cc1,?,2%,2%
COc1ccc(N2CCN(S(=O)(=O)CCNC(=O)CCCc3ccccc3)CC2)cc1,-6%,3%,5%
Cc1ccc(C2/C(=C(\O)c3c(C)nc4c(C)cccn34)C(=O)C(=O)N2CCN(C)C)o1 (stereo unspecified),8%,/,-11%
Cc1cccc(NC(=O)c2cc(S(=O)(=O)N3CCc4ccccc43)cn2C)c1,-8%,-4%,2%
COc1ccc(NC(=O)c2nc(-c3ccc(C)cc3)n3c2CCCCC3)cc1,?,-13%,-19%
CN1CCN(C(=O)c2cc3ccccc3cc2O)CC1,-4%,3%,-3%
COc1ccc(N2CCN(C(=O)Cn3cncn3)CC2)cc1,2%,0%,12%
COc1ccccc1CNC(=O)CCCn1c(=O)c2cccn2c2ccccc21,?,-12%,15%
